# MC4R antag cAMP – MC4R antagonists of cAMP signaling, primary screen, cell-based, TR-FRET, antagonist arm of biased-ligand search; Melanocortin receptor 4 (Homo sapiens), P32245; 0.48% of 360,000 active; MC4R-expressing cells, MTII-stimulated cAMP, LANCE TR-FRET; inhibition, % at 6.5 µM;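 active = inhibition above its plate's cutoff, the mean of tested wells on that plate plus 3 SD, cut at about 29% in these data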;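 also: 0% = Melanotan II alone and 100% = Melanotan II plus saturating MCL0020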
# Target sequence (P32245 whole entry, looked up): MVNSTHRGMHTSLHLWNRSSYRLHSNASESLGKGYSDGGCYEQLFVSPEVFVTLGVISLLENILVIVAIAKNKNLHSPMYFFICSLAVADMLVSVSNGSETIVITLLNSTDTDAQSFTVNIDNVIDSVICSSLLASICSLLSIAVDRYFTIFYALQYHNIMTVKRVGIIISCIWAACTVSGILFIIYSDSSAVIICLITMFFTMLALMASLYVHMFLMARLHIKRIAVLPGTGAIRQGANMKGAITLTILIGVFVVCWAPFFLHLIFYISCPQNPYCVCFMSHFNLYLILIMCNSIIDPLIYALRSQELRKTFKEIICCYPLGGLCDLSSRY
#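 System: U2OS-MC4R stable cell line; Technique: Eu-cAMP/anti-cAMP TR-FRET, emission 671 nm; Repeats: single well per compound; Also added: Melanotan II; Dosing: one concentration, 6.5 µM nominal; Schedule: 30-min compound, 1-h challenge, 1-h detection, room temperature.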
# HTR2A ag – mouse Htr2a agonists via beta-arrestin recruitment, primary screen, cell-based, luminescence | CHO-K1 mHTR2A beta-arrestin complementation; percent of 30 µM serotonin response | activation, % at 7.6 µM | 0.66% of 360,000 active | AID 624169, 2012;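 active = activation above a run cutoff, the mean activation of all tested compounds plus 3 SD, cut at about 14% in these data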;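 also: 0% = plate median of compound wells and 100% = 30 µM serotonin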
# SRC2 inh – inhibition of GAL4-SRC2 driven luciferase reporter, primary screen, SRC2 inhibitor project, cell-based, luminescence | Nuclear receptor coactivator 2 (Homo sapiens), Q15596 | HEK293 GAL4-SRC2 luciferase reporter | inhibition, % at 9 µM | 0.17% of 370,000 active | AID 651957, 2012;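 active = inhibition above the mean inhibition of all tested compounds plus 3 SD, set per campaign, cut at about 52% in these data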;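 also: 0% = DMSO treated cells and 100% = cells given Gossypol at 36 µM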
# TLR9-MyD88 inh – inhibitors of TLR9-MyD88 association in cells, primary screen, cell-based, CHO, BLA complementation, fluorescence | AID 504734, 2011 | inhibition, % at 4.98 µM | 0.21% of 340,000 active | CCF4 FRET ratio;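 active = inhibition above the mean over all tested compounds plus 3 SD, cut at about 21% in these data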;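 also: 0% = DMSO only wells and 100% = clavulanate BLA inhibitor control wells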
# ABHD5-PLIN5 inh – ABHD5-PLIN5 interaction inhibitors, primary screen, cell lysate, split luciferase complementation, luminescence; Perilipin-5 (Homo sapiens) + 1-acylglycerol-3-phosphate O-acyltransferase ABHD5 (Homo …; AID 602281, 2012; 0.78% of 360,000 active; inhibition, % at 4 µM; Split G. princeps luciferase complementation, 4 h;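 active = inhibition above the mean inhibition across every tested compound plus 3 SD, cut at about 22% in these data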;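 also: 0% = DMSO only wells and the 100% control is not disclosed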
# ABCB6 inh 2 – ABCB6 transporter inhibitors, primary screen, K562-ABCB6 cells, flow cytometry, MLPCN library | ATP-binding cassette sub-family B member 6 (Homo sapiens), Q9NP58 | K562-ABCB6 porphyrin accumulation, 1 h; stronger effect = lower value | fluorescence ratio to DMSO, % at 10 µM | 0.19% of 360,000 active;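 active = fluorescence ratio to DMSO below 75%, the collection mean minus 3 SD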;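 also: signal is porphyrin accumulated inside mitochondria; 100% equals median channel fluorescence of DMSO control wells; lower ratio means ABCB6 inhibition with less porphyrin fluorescence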
# N-glyco inh – increase of ERlucT glycosylation luciferase signal, primary screen, N-linked glycosylation inhibitor project, D54 ERlucT cells, luminescence, set 2. AID 588692, 2011. reporter increase, % at 12.5 µM. 0.23% of 360,000 active. D54 ERlucT glycosylation luciferase reporter, 24 h; percent of 100 nM tunicamycin response;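 active = mean luciferase reporter signal, scaled so untreated is 0 and the glycosylation-blocking control 100, at or above a set limit in every replicate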;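 also: luciferase carries N-glycosylation sites so blocking glycosylation raises the light; 0% = median of neutral control wells and 100% = median of 100 nM tunicamycin wells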
# Cardio protect – cardioprotection against H2O2-induced cell death, primary screen, uHTS, H9c2 cells, ATPLite luminescence; AID 588492, 2011; H9c2 cardiomyocytes, H2O2 injury protection, 2 h; 0.63% of 360,000 active; protection from H2O2 cell death, % at 20 µM;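 active = compounds giving at least 50% protection of heart cells from peroxide-induced death in the single-dose screen, raw or plate-pattern-corrected value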;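 also: 0% = DMSO wells with peroxide and 100% = DMSO wells without peroxide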
# NOD2-RIPK2 inh – NOD2-RIPK2 binding disruptors in cells, primary screen, fluorescence, CHO cells, BLA complementation | Receptor-interacting serine/threonine-protein kinase 2 (Homo sapiens), O43353 | CCF4 ratio | inhibition, % at 4.98 µM | 0.38% of 360,000 active; in the data active = inhibition above about 21%;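 also: 0% = vehicle only and 100% = reference blocker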
# Target sequence (O43353 whole entry, looked up): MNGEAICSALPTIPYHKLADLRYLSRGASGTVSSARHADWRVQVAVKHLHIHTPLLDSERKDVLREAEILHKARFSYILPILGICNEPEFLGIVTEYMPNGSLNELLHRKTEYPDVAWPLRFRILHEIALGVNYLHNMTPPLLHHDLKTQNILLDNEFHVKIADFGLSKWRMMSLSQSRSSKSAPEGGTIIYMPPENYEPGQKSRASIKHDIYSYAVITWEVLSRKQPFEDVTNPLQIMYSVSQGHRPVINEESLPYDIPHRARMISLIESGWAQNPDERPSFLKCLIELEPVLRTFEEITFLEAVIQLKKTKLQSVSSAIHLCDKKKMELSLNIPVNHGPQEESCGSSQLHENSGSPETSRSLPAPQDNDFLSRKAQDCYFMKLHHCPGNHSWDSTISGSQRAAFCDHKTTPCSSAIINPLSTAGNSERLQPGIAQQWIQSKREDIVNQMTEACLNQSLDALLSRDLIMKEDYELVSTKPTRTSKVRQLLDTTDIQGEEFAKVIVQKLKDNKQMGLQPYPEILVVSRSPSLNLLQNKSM
# MC4R barr agon – MC4R agonists recruiting beta-arrestin, primary screen, cell-based, luminescence, agonist arm of biased-ligand search; Melanocortin receptor 4 (Homo sapiens), P32245; U2OS MC4R beta-arrestin complementation; percent of melanotan II response, DMSO zero; activation, % at 8.9 µM; 0.98% of 360,000 active; AID 540308, 2011;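 active = activation above a per-plate cutoff, the mean activation of sample wells on that plate plus 3 SD, cut at about 8% in these data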
# Active calls of the source: *; nt = no result given. A portion of the library; count on the stated rates, not on these rows.
SMILES,MC4R antag cAMP,HTR2A ag,SRC2 inh,TLR9-MyD88 inh,ABHD5-PLIN5 inh,ABCB6 inh 2,N-glyco inh,Cardio protect,NOD2-RIPK2 inh,MC4R barr agon
CS(=O)(=O)Nc1ccc(N2CCN(c3ccc(C(F)(F)F)cn3)CC2)nc1,4.8,-4.5,15.8,-2.8,-6.9,102.0,2.2,-11.2,-6.2,-4.2
COc1ccc(Nc2ncnc3c2cnn3-c2ccccc2)cc1OC,1.5,0.3,-12.2,-3.1,5.3,87.0,-0.7,22.7,-0.1,-0.2
CCOC(=O)N1CCN(C(=O)CSc2nnc(-c3cccc(OC)c3)o2)CC1,11.8,2.8,11.7,-12.3,-2.3,100.0,-0.4,16.2,8.0,-0.1
CCCCN(C=O)c1c(CC)nc2c(OCC(=O)c3ccc(F)cc3)cccn12,-0.3,2.6,-0.5,nt,3.7,93.0,0.1,3.1,9.8,1.2
CC/C(C)=N/NS(=O)(=O)c1ccc(C)c([N+](=O)[O-])c1,-1.8,-5.6,-27.1,9.6,-4.9,98.0,-0.2,-5.4,0.6,-0.2
CCC(=O)OCC(=O)N=c1sccn1Cc1ccc(C)cc1,-0.2,4.8,-49.9,-9.2,4.4,97.0,1.0,-6.6,-11.2,-2.3
COc1ccc(C)cc1Nc1n[n+](-c2ccccc2)c(-c2ccc(NC(C)=O)cc2)s1,-1.9,-1.5,-21.1,-2.9,-10.4,102.0,-0.5,-8.6,-11.4,-0.5
CN(C)CC(C)(C)CNC(=S)Nc1cc(S(=O)(=O)N2CCOCC2)ccc1Cl,-2.1,4.2,9.8,-8.4,3.2,102.0,1.5,8.1,-3.6,-1.5
CCn1c(=O)cc(OCC(=O)NCC2CCCO2)c2ccccc21 (stereo not given),-3.2,1.4,-15.7,-11.3,-1.7,93.0,4.2,4.3,-2.2,0.8
O=C1CCC/C(=N/NC(=O)c2ccc(CN3c4cccc5cccc(c45)S3(=O)=O)cc2)C1,-12.1,1.4,19.5,-4.3,11.9,97.0,-0.4,17.7,0.7,0.4
CC(C)(C)N1CC(c2nc3ccccc3n2Cc2ccc(Cl)cc2)CC1=O (stereo not given),-0.4,4.3,-5.0,-4.0,12.8,91.0,-2.0,12.4,-4.9,1.4
Brc1ccc(N/N=C(/N=Nc2nn[nH]n2)c2ccccc2)cc1,25.1,-1.0,31.2,-6.6,1.5,97.0,-13.1,1.7,2.4,-3.3
CCOC(=O)c1cnc2ccc(Br)cc2c1NCCCN1CCOCC1,10.4,3.4,-28.3,4.3,7.6,99.0,4.9,1.5,1.5,0.0
c1ccc2c(c1)[nH]c1c(N3CCN(C4CCCCC4)CC3)ncnc12,3.9,5.7,-6.8,2.2,1.2,96.0,2.0,-14.7,-0.7,-1.7
CN(CC(=O)Nc1ccccc1Cl)C(=O)COC(=O)C1CCN(c2ccc(C(F)(F)F)cn2)CC1,8.1,-12.9,6.1,1.9,10.9,99.0,2.3,-7.1,1.8,-2.7
CC(=O)c1cccc(NC(=O)c2ccc(-n3cncn3)c3ccoc23)c1,-8.2,5.2,-21.2,nt,4.9,88.0,1.2,13.9,-10.4,0.8
COc1ccccc1C1CCN(Cc2c(C)[nH]c3ccccc23)CC1,11.5,-5.5,9.7,5.9,6.8,26.0*,-3.9,-2.4,-0.7,0.0
CCCCOc1ccc(-c2cc(C(=O)NNC(=S)NCC)c3ccccc3n2)cc1,4.1,-3.5,nt,1.0,-10.1,89.0,-12.1,-18.9,-4.7,-1.6
Cc1ccc(S(=O)(=O)NC(=O)COc2ccccc2C)c(C)c1,3.7,2.9,-0.5,-0.1,6.5,95.0,-0.4,0.7,-5.6,-2.0
Cc1cccc(C)c1OCc1nnc(SCC(=O)Nc2nccs2)o1,5.2,-6.0,4.5,-14.1,-8.3,99.0,3.1,23.3,-18.5,-0.6
Cc1sc2nc3n(c(=O)c2c1C)NC(=O)CC3,3.9,0.8,-3.9,2.0,-2.6,94.0,2.1,13.7,5.0,1.4
CC1CCN(C(C(=O)Nc2ccc3c(c2)OCO3)c2ccccc2)CC1 (stereo not given),-4.1,-2.5,-10.6,-6.1,5.0,95.0,-0.1,0.9,-1.0,3.3
Cn1cnnc1SCCNS(=O)(=O)c1cccc([N+](=O)[O-])c1,5.6,-0.6,14.8,-1.6,3.8,100.0,nt,-0.3,0.4,-2.8
NC(=O)CCn1c(C(=O)c2cc(Cl)c(N)c(Cl)c2)c2ccccc2[n+]1[O-],-6.0,10.1,-7.3,-18.1,10.0,104.0,2.2,6.8,-17.4,0.4
COc1cccc(C(=O)Nc2cc(C)on2)c1,-2.1,-1.6,-42.2,-7.3,-5.4,100.0,-1.9,-11.3,7.9,-3.1
CN(CCO)c1ccc([N+](=O)[O-])cc1C(=O)O,3.8,-3.5,3.0,3.0,5.0,96.0,2.7,11.3,-2.2,-1.6
CCCCN(C(=O)c1ccc(NC(=O)C(C)C)cc1)c1ccccc1,9.6,-0.9,28.0,-0.8,-1.2,103.0,-3.6,-5.2,-1.0,0.5
CC(=O)Nc1cc(OC(=O)c2ccco2)cc(OC(=O)c2ccco2)c1,8.3,-0.4,-15.7,-6.3,8.7,103.0,2.2,-6.1,-8.0,-0.5
C=Cc1cnc([N+](=O)[O-])n1C,6.6,2.4,12.1,1.6,7.0,99.0,-3.8,6.8,-8.5,-0.4
CCOc1ccccc1NC(=O)COC(=O)C(CC)c1ccccc1 (stereo not given),9.2,2.2,11.3,-6.6,-12.4,90.0,-1.1,-4.3,-13.7,-1.2
Cc1cccc(C)c1NC(=O)N1CC=CCC1,8.3,3.8,-4.7,-0.2,2.6,98.0,2.7,0.6,2.8,1.6
Cc1ccc(C)c(N2CCN(C(=O)CCCn3ncn4c(cc5occc54)c3=O)CC2)c1,-2.6,-0.6,19.2,12.1,-1.6,98.0,-1.7,-1.0,10.4,2.1
CC1CC2=C(C(=O)O1)C(c1ccc(Cl)cc1)Nc1ccccc1N2 (stereo not given),-5.7,0.8,2.5,4.0,7.8,98.0,2.4,1.1,-10.3,1.8
Cc1nc(-c2ccccc2)cn(O)c1=O,6.0,-1.4,8.8,-2.8,4.9,91.0,0.4,4.4,-4.6,5.8
COc1ccc(C2CC(=O)c3ccccc3O2)cc1 (stereo not given),-0.9,-2.2,-70.2,-5.0,-3.5,99.0,-1.0,13.9,-3.1,-1.1
Cc1ccc(N(CC(=O)NCC2CCCO2)S(=O)(=O)c2ccc(Cl)cc2)cc1C (stereo not given),3.0,-6.5,-27.3,4.0,-14.9,93.0,-3.0,3.3,-1.4,-3.1
CCOC(=O)c1ccccc1NC(=O)COC(=O)CCNS(=O)(=O)c1ccc(C)c(C)c1,8.8,-1.0,-16.1,-1.3,-0.8,93.0,4.9,-5.7,3.7,-1.2
COc1ccc(C2=NOC(C(=O)NCc3ccc(F)cc3)C2)cc1OC (stereo not given),-23.6,-5.0,nt,-4.6,-0.2,96.0,20.1,6.9,11.4,-2.2
CC(=O)Nc1cc(C(=O)N(C)Cc2ccco2)ccc1Sc1ccc(Cl)cc1,4.6,-7.9,-10.4,1.0,-4.8,102.0,-2.5,0.0,2.9,-2.8
COC(=O)C[C@H]1c2cc(F)cc(F)c2S(=O)(=O)N1C1CCN(Cc2ccccc2)CC1,2.6,-3.7,-25.2,5.4,2.0,100.0,-0.7,-6.2,9.2,-1.1
O=C1C(=Cc2ccccn2)CCc2ccccc21,0.1,4.4,-29.9,-9.2,24.6*,97.0,6.9,-15.1,0.1,0.3
Nc1ncnc(Nc2cccc(C(F)(F)F)c2)n1,5.2,7.3,-2.4,6.1,-4.2,86.0,4.6,-6.9,-16.9,0.3
CC(C)(C)c1n[nH]c(=S)n(N)c1=O,0.7,1.5,-18.3,-2.5,-4.5,92.0,0.9,1.0,-2.5,0.8
CCN(C(=O)CCC(=O)N(CC)c1ccccc1)c1ccccc1,8.6,4.6,11.2,7.5,0.0,98.0,-2.5,-0.7,-1.6,-0.5
NC(=O)COC(=O)c1cccnc1Nc1ccccc1F,-8.1,-0.6,2.4,5.7,-0.2,96.0,0.8,-2.9,-11.4,-2.5
COc1ccccc1Oc1nnnn1-c1ccc(C(N)=O)cc1,-2.6,-0.9,-9.5,-3.1,-2.4,103.0,-0.7,1.2,-7.8,1.8
C=CCn1c(SCC(=O)Nc2c(C)n(C)n(-c3ccccc3)c2=O)nc2scc(-c3ccccc3)c2c1=O,-2.4,-1.6,-20.6,-7.8,15.9,86.0,-2.2,5.6,6.5,1.3
O=C(CN1CCSCC1)c1c[nH]c2ccccc12,14.0,0.5,-40.5,-13.2,3.6,95.0,-0.1,4.5,-13.3,1.4
CCOC(=O)c1[nH]cnc1C(=O)Nc1ccccc1C,3.7,-1.1,-29.1,2.1,-2.1,104.0,4.3,-2.6,1.2,1.0
CCOC(=O)C1(C)NC(c2ccc(N(C)C)cc2)C2C(=O)N(c3ccc(OC)cc3)C(=O)C21 (stereo not given),-0.4,-1.8,17.5,1.1,-9.0,102.0,-1.7,14.5,-4.1,-0.9

# Next section.
SMILES,MC4R antag cAMP,HTR2A ag,SRC2 inh,TLR9-MyD88 inh,ABHD5-PLIN5 inh,ABCB6 inh 2,N-glyco inh,Cardio protect,NOD2-RIPK2 inh,MC4R barr agon
Cc1ccc(NC(=O)COC(=O)CN2C(=O)NC3(CCCC3)C2=O)cc1Cl,0.6,5.5,2.4,3.9,5.2,94.0,3.7,-5.4,-1.6,-0.9
COc1cccc(-n2nnc3c(=O)n(CC(=O)N4CCC(C)CC4)cnc32)c1,-0.7,1.9,-11.3,-9.9,1.6,98.0,-2.5,10.8,-4.6,1.8
Cn1c(=O)oc2cc(S(=O)(=O)N3CCCC(C(=O)NCCN4CCOCC4)C3)ccc21 (stereo not given),5.8,-5.0,-17.6,-17.1,0.8,97.0,1.1,-1.4,-1.7,-0.7
Cc1ccc([C@H]2C(C(=O)O)=C[C@@H](CC3CCCC3)N2S(=O)(=O)c2ccc(C)cc2)cc1,5.5,8.3,12.6,-5.8,-9.6,99.0,0.1,-1.1,-17.6,3.3
CCCc1cc(=O)oc2cc(OC3CCCCC3=O)ccc12 (stereo not given),2.8,0.5,0.3,0.3,4.6,99.0,3.3,-1.0,-2.2,-1.4

# Assay outcomes: PubChem BioAssay, several laboratories
